P. falciparum M1AAP = P. falciparum M1AAP inhibitors, biochemical, fluorogenic H-Leu-NHMec substrate, 1536-well (AID 1445); recombinant M1AAP, H-Leu-NHMec fluorogenic kinetic assay; higher % means a stronger effect; inhibition, % at 30 µM, or IC50 in µM where a hit was titrated; 220,000 compounds, 0.42% hits;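 active = primary inhibition above the hit cutoff, then over 50% inhibition at one or more dose response concentrations, cut at about 23% in these data, passing the limit was not always enough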;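 note: plate controls were DMSO full reaction for no effect and no enzyme background for full effect; strong numbers were not always called active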
UTI89 phage lysis = inhibition of K1F phage lysis, E. coli UTI89, bacterial capsule biogenesis inhibitors, alamar blue (AID 488966) | E. coli UTI89 K1F phage lysis, alamar blue, 2 h; higher % means a stronger effect | one-dose inhibition, % at 100 µM; IC50 in µM for titrated hits | 340,000 compounds, 0.02% hits;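 active = phage lysis inhibition, versus mean bacterial control, above a set limit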;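 note: capsule biogenesis inhibitors block K1F phage lysis so surviving cells raise fluorescence; higher fluorescence means more inhibition of phage lysis; actives were called in the ten point dose series up to 300 µM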
bCat nuc transl = beta-catenin nuclear translocation modulation | HeLa beta-catenin nuclear translocation, immunofluorescence imaging | nuclear translocation activity, % at 5 µM | 190,000 compounds, 0.3% hits;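 active = nuclear translocation activity above 50% at 5 µM, with a well cell count of 50 or more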;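 note: per-cell ratio of nuclear to cytoplasmic median beta-catenin stain intensity; plate controls were DMSO negative control for no effect and GSK-3 inhibitor IX positive control for full effect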
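Test system: HeLa cells, endogenous beta-catenin; Compound: single 5 µM dose plus 0.02–20 µM confirmation series; Times: compound exposure 24 h at 37°C; Signal: fluorescence imaging of beta-catenin antibody stain plus DAPI; Read-out: % activation, nuclear-to-cytoplasmic median beta-catenin signal ratio per cell.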
Ins promoter up = MIN6 insulin promoter up-regulation; MIN6 insulin promoter-GFP reporter, high-content imaging; active compounds read high; z-score at 5 µM; 190,000 compounds, 0.3% hits; AID 1625;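 active = z-score above 3 at 5 µM with at least 500 cells counted in the well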
M17LAP inhibition = P. falciparum M17LAP inhibitors, primary screen, biochemical, fluorogenic H-Leu-NHMec substrate, 1536-well (AID 1619). recombinant M17LAP, H-Leu-NHMec fluorogenic kinetic assay; higher % means a stronger effect. inhibition, % at 30 µM; hits with a dose series show IC50 in µM. 220,000 compounds, 0.38% hits;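 active = compound inhibiting the enzyme by more than half at any dose during confirmatory dose-response retesting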;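 note: plate controls were full reaction with DMSO carrier for no effect and no enzyme background for full effect; strong numbers were not always called active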
MT stabilize HCS = microtubule stabilizers in HeLa cells; HeLa tubulin immunostaining HCS, 24 h; share of cells brighter than vehicle mean+2SD; 200,000 compounds, 0.83% hits; % tubulin-high responders, % at 10 µM; AID 2205;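 active = plate Z-score above 3 for both tubulin-high and condensed-nucleus cell shares, with cell loss under 80%, at 10 µM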;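 note: anti alpha tubulin signal scored within the nucleus-defined area of each cell; some results filed as inactive read as strong as hits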
ER stress rescue = rescue of cells from ER stress-induced death, primary screen, 384-well, CSM14.1, thapsigargin, ATP luminescence (AID 1222). 190,000 tested, under 10 active. cellular ATP content (survival), % at 20 µM; hits with a dose series show EC50 in µM. CSM14.1 thapsigargin-induced death rescue, ATP luminescence; higher % means a stronger effect;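 active = EC50 below 50 µM in the dose-response confirmation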;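 note: death triggered by thapsigargin at about 15 µM added after 2 h compound pretreatment; cell ATP read after overnight thapsigargin exposure of roughly 18 to 22 hours; normalized against plate controls of thapsigargin alone and 5% DMSO vehicle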
Dynein transport = blocks dynein driven cargo transport along microtubules | 3617.4 mouse cells, GR-EGFP nuclear translocation imaging; test concentration mostly 20 µM; stimulated with dexamethasone, 1 µM; active compounds read low | z-score, hits read low | 220,000 compounds, 0.47% hits;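 active = plate z-score of nuclear minus cytoplasmic receptor signal below a set negative limit, without overly bright fluorescence or cell loss, cut at about -3.5 in these data, passing the limit was not always enough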;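 note: z-score of nuclear minus cytoplasmic ring GR-EGFP intensity difference per well; some compounds called inactive have numbers as strong as hits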
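Buffer or medium: tetracycline-free induction medium containing charcoal-stripped FBS / Reagent: dexamethasone agonist, 1.0 µM final, for 30 min / Technique: automated 10x imaging of fixed Hoechst-stained cells / Times: induction 48 h, compound 1 h, agonist 30 min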
Autophagy HCS = autophagy modulation, high-content screen; calls only at 10 µM (by protocol); AID 463193; 190,000 compounds, 0.98% hits; MEF GFP-LC3 puncta imaging; test concentration mostly 10 µM;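 active = percentage of spot-positive cells more than 3 SD above its plate mean, without a fluorescence outlier flag or 80% toxicity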;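 note: spot-positive cell cutoff set from DMSO-treated cells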
Dynein transport cytoplasmic EGFP = further read-out of Dynein transport, marked with its call; z-score; measured here: cytoplasmic GR-EGFP intensity; active compounds read high
Dynein transport nuclear GR-EGFP = second read-out of Dynein transport, no call of its own (marks repeat the call); z-score; measured here: nuclear GR-EGFP intensity;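 lower value marks the stronger effect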
Dynein transport cell count = further read-out of Dynein transport, marked with its call; z-score; measured here: cell count per field
Ins promoter up cell count = second read-out of Ins promoter up, no call of its own (marks repeat the call); cell count; measured here: cytotoxicity, nuclei count;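 total cells summed across four imaged fields per well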
bCat nuc transl cell count 5 µM = further read-out of bCat nuc transl, marked with its call; cell count; measured here: cell count, cytotoxicity flag
MT stabilize HCS Hoechst-high % = recorded beside MT stabilize HCS, whose call it bears; % Hoechst-high responders; measured here: nuclear condensation Hoechst responders;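 share of cells brighter than vehicle mean plus two SD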
MT stabilize HCS cytotoxicity % = second read-out of MT stabilize HCS, no call of its own (marks repeat the call); toxicity, %; measured here: cytotoxicity by cell density;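 0% = mean cell density of plate MIN control wells and 100% = no cells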
Autophagy HCS cell loss 18 h = further read-out of Autophagy HCS, marked with its call; toxicity, %; measured here: cell loss, nuclei count;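 cell loss after 18 h compound exposure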
The depositor's hits bear a star; i = inactive; / = not tested or not shown; [ ] = dose if it differs, or a comment.

Below each compound – Ins promoter up, bCat nuc transl cell count 5 µM, MT stabilize HCS Hoechst-high %, Dynein transport, Dynein transport cytoplasmic EGFP, MT stabilize HCS, Ins promoter up cell count, Autophagy HCS cell loss 18 h, UTI89 phage lysis, ER stress rescue, Dynein transport nuclear GR-EGFP, M17LAP inhibition, Autophagy HCS, P. falciparum M1AAP, bCat nuc transl, Dynein transport cell count, MT stabilize HCS cytotoxicity %
CCN(CC)C(=O)C(=O)c1cccn1-c1cccc(OC)c1C#N
  -1.2, 1161, 1.7, -0.46, -0.27, 2.2, 1338, -17, 0.3%, -1.5%, -0.16, 3%, i, 8%, -2.1, 0.75, 5.9
COC(=O)[C@H](CCSC)NC(=O)NCCc1ccc(F)cc1
  -0.49, 1180, 1.3, -0.21, -0.016, 2.0, 1008, -9, 3.6%, 0.6%, 0.23, -5%, i, -1%, 0.9, 0.61, 8.0
CCN1C(=O)c2ccc(C(=O)Nc3nccs3)cc2C1=O
  0, /, 1.5, 0.55, -0.21, 3.7, 1252, -4, 1.8%, /, 0.75, 4%, i, 6%, /, -1, 3.2
Cc1nc(SC(C(=O)c2ccccc2)c2ccccc2)nc2ccccc12 (stereo unspecified)
  0.5, /, 1.5, 0.083, -0.25, 4.3, 1331, -2, -5.7%, 5.8%, 0.17, -10%, i, 1%, /, 0.36, 3.1
NC(=O)c1cc([N+](=O)[O-])ccc1N1CCCCC1
  0.4, 933, 2.3, -0.11, -0.28, 3.5, 1300, 8, 2.8%, -0.3%, -0.065, 24%, i, 8%, 0.2, -0.61, 9.5
COc1ccc(N2C(=S)NC(C)(C)CC2(C)c2ccc(OC(C)=O)cc2OC(C)=O)cc1 (stereo unspecified)
  -0.27, 1101, 1.5, 0.14, -0.33, 2.7, 1200, 3, 0.7%, -1.7%, 0.081, 13%, i, 3%, -0.2, 0.33, 6.8
COc1ccc(CNC2CCCCC2)cc1
  -0.34, 1210, 2.9, 0.17, -0.27, 4.4, 1279, -8, 2.2%, 4.3%, 0.21, 7%, i, -3%, -1.4, 0.092, 3.2
COc1cccc(/C=N/NC(=O)CCn2nnc3ccccc32)c1
  0.11, 1061, 2.7, 0.11, 0.15, 6.1, 1286, 6, -0.6%, -3.7%, 0.45, 1%, i, -4%, -0.7, -0.2, 4.8
CC(C)OC(=O)CSc1nnc(C2CCCCC2)n1N
  1.1, 1290, /, 2.4, -0.26, /, 1089, /, /, /, 0.95, -6%, /, -5%, 1.0, -0.82, /
COC(=O)c1c(-c2ccc(Br)cc2)noc1N
  1.2, /, 1.7, 0.098, -0.024, 1.4, 827, -7, 0.1%, 1.2%, -0.089, 6%, i, 3%, /, 0.075, 18
COc1ccc(NC(=O)Nc2ccc3c(c2)N(C)C(=O)CS3)cc1Cl
  -0.64, 986, 1.8, 0.14, -0.21, 3.4, 1424, 14, 0.1%, -0.5%, -0.12, 7%, i, 13%, -3.2, 0.75, 6.7
Cc1nnc(SCC(=O)NCc2ccc3c(c2)OCO3)n1C
  0.12, 1120, 1.5, -0.06, -0.061, 3.2, 1326, 5, 0.2%, 0.9%, -0.16, -2%, i, -4%, 0.4, 0.71, 2.1
CC(=O)Nc1ccc(C(=O)OCc2ccc(Cl)c(Cl)c2)cc1
  0.55, 1115, 2.8, -0.68, -0.28, 1.6, 1342, -1, 2.4%, -2.2%, -0.51, -8%, i, -1%, 0.3, 0.45, 8.0
Cc1[nH]c2ccccc2c1SCC(=O)O
  0.02, 1017, 1.2, -0.59, -0.035, 2.5, 1202, -1, 0.8%, 0.6%, -0.72, 7%, i, 4%, -1.9, -0.55, 3.4
CCCCCOc1ccc(Cl)cc1CN1CCOCC1
  -0.73, /, 0.8, -0.97, 0.95, 1.2, 869, 24, 0.3%, -1.1%, -0.25, -3%, i, 7%, /, 0.83, 5.9
Cc1sc2ncn(CC(=O)NCCN3CCOCC3)c(=O)c2c1S(=O)(=O)N1CCC(C)CC1
  /, 1084, 1.6, 0.92, 0.48, 1.5, /, -2, 2.2%, -2.3%, 0.5, 6%, i, 9%, -7.6, -1.8, 4.6
O=C(Nc1ccc(Oc2ccccc2)cc1)C1CCCO1 (stereo unspecified)
  -0.62, 969, 2.8, -0.6, 1.9, 2.7, 1184, 13, 0.0%, 2.7%, 0.33, 7%, i, 0%, -3.1, -0.0023, 7.7
COc1cccc(N2C(=O)C3C(C2=O)C3(c2ccccc2)c2ccccc2)c1 (stereo unspecified)
  -0.21, 984, /, -0.85, -0.26, /, 1516, /, -0.4%, /, -0.7, -4%, /, -1%, -0.3, 1.3, /
Cc1ccccc1OCc1nnc2c3cnn(C)c3ncn12
  0.76, 799, 1.8, 0.71, -0.29, 3.9, 1226, -21, -1.2%, /, 1.2, -1%, i, 9%, 0.1, -0.076, 3.3
CCn1nc(NC(=O)c2ccncc2)c2cc3ccc(C)cc3nc21
  -0.49, 957, 2.2, -0.00064, 0.36, 3.0, 1363, 9, 3.8%, 2.6%, 0.12, 5%, i, 19%, -6.6, 0.67, 6.2
CC(C)(C)N/N=C1\CC(c2ccccc2)Oc2ccccc21 (stereo unspecified)
  0.28, 1130, 2.6, 0.62, -0.22, 5.2, 1439, 24, 0.2%, -2.0%, 0.64, 10%, i, 2%, -1.2, -0.55, 2.6
O=[N+]([O-])c1cccnc1-n1cnc2ccccc21
  0.78, /, 2.8, -0.57, -0.32, 2.6, 1193, 4, 0.5%, -4.8%, -0.39, 0%, i, 1%, /, 0.5, 2.7
O=C(NC(C(=O)N/N=C/c1cccnc1)c1n[nH]c(=O)c2ccccc12)c1ccccc1 (stereo unspecified)
  -0.74, 1282, /, 0.41, -0.25, /, 1467, /, 0.1%, /, -0.21, -1%, /, 3%, -0.3, 0.61, /
COc1ccc(CCNC(=O)C2CCCN2C(=O)Nc2cccc(C(C)=O)c2)cc1OC (stereo unspecified)
  0.46, 1132, 2.8, -0.043, -0.31, 6.0, 1100, 37, 0.0%, -0.5%, -0.32, -10%, i, 6%, -0.1, 0.71, 13
N#Cc1ccc(COC(=O)c2cc(=O)c3ccccc3o2)cc1
  0.44, 1110, 1.4, 0.66, -0.095, 1.7, 1163, 30, -1.5%, -1.6%, 0.57, 1%, i, 6%, 1.9, -0.72, 4.1
CC1(C)CC(=O)C(C=NCCC2=CCCCC2)=C(O)C1
  0.42, 886, 4.1, 0.32, 0.2, 3.6, 1030, -3, 0.3%, 0.6%, 0.047, -11%, i, 6%, 1.8, 0.2, 4.4
CCOC(=O)c1ccc(N=C2SC(C(=O)NC)CC(=O)N2Cc2ccc(F)cc2)cc1 (stereo unspecified)
  -0.43, 1101, 3.0, 0.0056, -0.23, 2.4, 1347, -10, 0.5%, -0.7%, 0.074, 8%, i, -2%, -0.9, 0.62, 7.4
Cc1ccc(NC(NC(=O)c2cccnc2)C(Cl)(Cl)Cl)cc1 (stereo unspecified)
  0.16, 1067, 2.2, 1.4, -0.18, 4.0, 1551, 3, -0.2%, 1.8%, 0.86, 1%, i, 6%, 0.6, -2.1, 6.8
O=C(C1CCCCC1)N(Cc1ccccc1)c1ccccn1
  0.19, /, 1.3, -1.1, -0.27, 3.0, 1277, -4, 0.1%, -1.9%, -1.2, -12%, i, 10%, /, 1.4, 4.9
COC(=O)c1c(NC(=O)CCCC(=O)O)sc2c1CCCCC2
  -0.33, 975, 1.8, -0.0074, -0.29, 3.8, 1603, 14, i, 1.1%, 0.3, 5%, i, 7%, 1.2, 0.83, 12
CCOC(=O)C1=C(C)N(CCCC(=O)O)C(=O)NC1c1ccccc1OS(=O)(=O)c1ccc(C)cc1 (stereo unspecified)
  0.25, 530, 2.9, -0.56, -0.26, 3.9, 1141, 18, 1.6%, 18%, 0.03, 13%, i, 11%, -4.1, 0.81, 12
Cc1ccc(/C=N/NC(=O)C[n+]2ccccc2)s1
  -0.03, 1145, /, 0.031, -0.26, /, 1261, /, -0.7%, /, -0.26, 1%, /, 2%, -3.8, -0.36, /
CCSc1nnc(NC(=O)CC)s1
  0.17, /, 3.7, 0.13, -0.23, 2.4, 1021, 5, 0.2%, -0.6%, 0.12, -2%, i, 19%, /, 0.037, 7.3
CCN(CC)c1ccc(C2C(C(=O)Nc3ccccn3)=C(C)NC3=C2C(=O)CC(C)(C)C3)cc1 (stereo unspecified)
  -0.08, 1134, 1.8, 2.2, -0.079, 6.3, 1112, 21, -0.7%, 2.2%, 1.5, -1%, i, 12%, 2.2, -1.9, 3.8
CCOC(=O)COc1ccccc1/C=C\[N+](=O)[O-]
  -0.32, 1028, 1.7, -3.6*, 1.1*, 1.6, 988, 8, -1.9%[50 µM], 0.4%, -2.8*, 2%, i, 12%, 1.2, 1.1*, 1.3
CC(C)CC(=O)O/N=C1\C(=O)N(c2ccccc2)c2ccccc21
  0.59, 1390, 1.9, -0.0065, -0.2, 2.3, 1349, -17, 4.3%[50 µM], 0.5%, 0.71, 11%, i, 4%, -0.1, -0.36, 4.0
CCOC(=O)c1sc2nc(N3CCOCC3)c3c(c2c1N)CCCC3
  0.56, 1180, 1.6, -0.032, -0.2, 1.2, 1094, -3, 2.5%, -0.9%, -0.034, -9%, i, 11%, -2.7, -0.11, 6.1

High-throughput results deposited in PubChem BioAssay by several laboratories.
